NOD1 NF-kB reporter = NOD1 signaling inhibitors, primary screen, cell-based, luminescence, uHTS (AID 1578) | one-dose inhibition, % at 4 µM; EC50 in µM for titrated hits | NOD1-driven NF-kB luciferase reporter cells, luminescence; higher % means a stronger effect | 1% of 290,000 active; in the data active = inhibition mostly above about 36%, no sharp cut-off; inactive = mostly below about 34%;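 note: HEK-293T reporter cells stimulated with the NOD1 agonist gamma-tri-DAP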
West Nile virus CPE = West Nile virus antiviral activity, cell-based, CPE readout (AID 1621). West Nile virus-infected cells, CPE inhibition; higher % means a stronger effect. CPE inhibition, % at 10 µM; hits with a dose series show IC50 in µM. 0.02% of 290,000 active; in the data active = a potency from the dose series; inconclusive = CPE inhibition mostly from about 3.7% at the one dose, without a potency; inactive = the rest, 99 in 100 with CPE inhibition below about 2.2%; note: strong numbers were not always called active
GPR35 antagonists = GPR35 antagonists blocking zaprinast-driven arrestin recruitment, primary screen, imaging, U2OS, beta-arrestin-GFP, zaprinast agonist (AID 2058). 0.052% of 290,000 active. inhibition, % at 10 µM; hits with a dose series show IC50 in µM. U2OS GPR35 beta-arrestin-GFP translocation imaging, zaprinast antagonism; higher % means a stronger effect. G-protein coupled receptor 35 (Homo sapiens);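 active = inhibition of at least 50% with at least 30 cells and total cytoplasm GFP at most 10,000,000; inconclusive = under 30 cells or total GFP of 10,000,000 plus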
KOR beta-arrestin-1 = KOR antagonists, beta-arrestin recruitment, cell-based, luminescence, uHTS (AID 1778). KOR beta-arrestin recruitment, luminescence, antagonist mode; higher % means a stronger effect. inhibition, % at 10 µM; hits with a dose series show IC50 in µM. 0.091% of 290,000 active; in the data active = inhibition above about 50%; note: strong numbers were not always called active
KOR beta-arrestin-2 = KOR agonists, beta-arrestin recruitment, primary screen, cell-based, luminescence, uHTS (AID 1777) | Kappa-type opioid receptor (Homo sapiens) | KOR beta-arrestin recruitment, luminescence; higher % means a stronger effect | activation, % at 10 µM, or EC50 in µM where a hit was titrated | 0.02% of 280,000 active; in the data active = activation above about 50%, passing the limit was not always enough; note: a part of the inactive calls stands beside numbers as strong as those of hits
HIV fusion peptide = inhibitors of HIV fusion peptide binding, primary screen, biochemical, uHTS, fluorescence dequenching (AID 1986); cell-free peptide binding, fluorescence dequenching, 30 min; higher % means a stronger effect; inhibition, % at 20 µM, or IC50 in µM where a hit was titrated; 0.3% of 290,000 active; in the data active = inhibition mostly above about 52%, no sharp cut-off; inactive = mostly below about 76%; note: some results filed as inactive read as strong as hits
GPR55 antagonists = GPR55 antagonists blocking LPI-driven arrestin recruitment, primary screen, imaging, U2OS, beta-arrestin-GFP, LPI agonist (AID 2013); G-protein coupled receptor 55 (Homo sapiens); U2OS GPR55 beta-arrestin-GFP translocation imaging, LPI antagonism; higher % means a stronger effect; inhibition, % at 10 µM, or IC50 in µM where a hit was titrated; 0.13% of 290,000 active;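 active = spots per cell inhibited over 60%, with over 100 cells counted and total cytoplasm intensity under 500,000; inconclusive = wells with under 100 cells, flagged as likely toxic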;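 note: U2OS cells stably carrying GPR55 and arrestin-GFP stimulated by 5 µM LPI near EC80; imaged beta-arrestin-GFP aggregate spots per cell after agonist stimulation; plate controls were LPI-stimulated DMSO wells for no effect and DMSO wells without LPI for full effect; some results filed as inactive read as strong as hits; confirmed hits need IC50 under 10 µM and bright autofluorescent wells are also inconclusive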
GPR55 activation = GPR55 agonists via beta-arrestin recruitment, primary screen, imaging, U2OS cells, beta-arrestin-GFP redistribution (AID 1961); G-protein coupled receptor 55 (Homo sapiens); U2OS GPR55 beta-arrestin-GFP redistribution imaging; higher % means a stronger effect; one-dose activation, % at 10 µM; EC50 in µM for titrated hits; 0.048% of 290,000 active;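 active = activation above 40% with more than 50 cells counted in the well; inconclusive = wells holding fewer than 50 cells, flagged as toxic or sparse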;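 note: U2OS osteosarcoma cells stably expressing GPR55 and beta-arrestin-GFP; plate controls were DMSO negative control for no effect and LPI positive control for full effect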
NS5 inhibitors = Dengue-2 NS5 methyltransferase inhibitors, primary screen, biochemical, confirmation dose response (AID 588689); Genome polyprotein (Dengue virus type 2 (strain 16681-PDK53)); Dengue-2 NS5 methyltransferase capping enzyme assay, biochemical; higher % means a stronger effect; one-dose inhibition, % at 25 µM; IC50 in µM for titrated hits; 0.3% of 340,000 active; in the data active = a potency from the dose series; inconclusive = inhibition above about 29% without an active follow-up result
NS5 inhibitors pilot replicate = recorded beside NS5 inhibitors, whose call it bears; inhibition, %; measured here: pilot screen replicate inhibition
Active calls of the source: *; ? = inconclusive; / = not tested or not shown; [ ] = another dose, or the depositor's remark.

SMILES | NOD1 NF-kB reporter | West Nile virus CPE | GPR35 antagonists | KOR beta-arrestin-1 | KOR beta-arrestin-2 | HIV fusion peptide | GPR55 antagonists | GPR55 activation | NS5 inhibitors | others
COc1cc(C2Nc3ccccc3C(=O)N2c2ccccc2)ccc1O (stereo unspecified) | 4% | 0.1% | 1% | 4% | 2.0% | -1.5% | 6% | -0.1% | 5%
Cc1cccnc1NC(=O)CCCc1c[nH]c2ccccc12 | 21% | -0.3% | 12% | 29% | 0.1% | -3.0% | 12% | -0.1% | -6%
CC1=C(C(=O)N2CCCCCC2)C2(CCC(C)CC2)OC1=O (stereo unspecified) | -3% | -1.1% | 8% | -18% | 4.3% | -1.2% | 14% | 0.0% | -3% | NS5 inhibitors pilot replicate=-5.2
O=C(OCc1ccco1)c1ccc(S(=O)(=O)N2CCCCC2)cc1 | -8% | 0.3% | 4% | 20% | -2.0% | 22% | 8% | 0.0% | 26%
N#C/C(=C\c1cc2c(cc1Br)OCO2)C(=O)NCC1CCCO1 (stereo unspecified) | -6% | -0.1% | -2% | 2% | 5.1% | -1.3% | 14% | -0.2% | -8%
Cc1ccc(C(=O)C[n+]2cccc3cc(C)ccc32)cc1 | -10% | 0.0% | -5% | 14% | -7.5% | 26% | -8% | 0.2% | 2%
O=C(N/N=C\CCc1ccccc1)c1ccco1 | 4% | -0.6% | -3% | 21% | -0.6% | -0.9% | -10% | -0.3% | -4%
C/C(=N\NC(=O)c1ccc2c(c1)OCO2)c1ccc(C(=O)O)s1 | -7% | -0.7% | 10% | -14%[20 µM] | 0.5% | -1.4% | 8% | 0.3% | -1%
O=C(CSC1=NC2(CCCCC2)N=C1c1ccccc1)Nc1ccc2c(c1)OCCO2 | 3% | / | -9% | 9% | -0.1% | -2.1% | 2% | -0.3% | 2%
CC(C)(C)C(=O)NNC(=O)c1cc2sccc2s1 | 21% | 0.1% | -1% | -3% | / | -1.8% | 9% | -0.2% | 5%
C=CCNC(=S)N1CCN(c2cccc(C(F)(F)F)c2)CC1 | -48% | -2.1% | -9% | 28% | 0.3% | 0.8% | -1% | -0.2% | 0%
COc1ccc(C2NC3=C(CCC3)C3(C#N)C4(N=C(N)C23C#N)OCCO4)cc1 (stereo unspecified) | 14% | -0.1% | -8% | 6% | -1.6% | 0.5% | 4% | 0.2% | 10%
COc1ccc(-c2noc(CN(C)C(=O)Nc3ccccc3)n2)cc1 | -35% | -0.4% | -23% | 5% | 0.6% | -0.1% | -2% | -0.1% | -3%
COC(=O)C1=C(O)CSC1=Nc1cccc(C(F)(F)F)c1 | 6% | 0.7% | 16% | 23% | -3.1% | -0.9% | -5% | 0.3% | -11% | NS5 inhibitors pilot replicate=-4.6
Cc1csc(NC(=O)CSc2nccn2Cc2ccco2)n1 | -27% | -0.3% | 3% | -1% | 3.9% | 0.5% | 1% | -0.1% | -1%
CCOc1ccc(NC(=O)CSc2nnc(COc3c(C)cccc3C)o2)cc1 | -4% | -0.5% | -12% | 6% | 1.3% | 1.3% | 12% | -0.1% | 2%
CCn1c(SCC(=O)NC2CCCCC2)nc2c(c1=O)SC(C)C2 (stereo unspecified) | -5% | / | 5% | 13% | -1.4% | 0.2% | 4% | -0.1% | -2%
CC(=O)Nc1ccc(S(=O)(=O)N2CCC(C(=O)NCc3ccncc3)CC2)cc1 | -13% | -0.1% | 20% | -36% | 1.0% | 3.0% | 3% | -0.1% | -4%
Cc1ccc(N/C=C2\CCCCC2=O)c(C)c1 | -32% | 0.1% | 11% | 17% | 2.2% | 1.0% | -1% | 0.1% | /
COc1nc(N/N=C/c2ccc(-c3cccc([N+](=O)[O-])c3)o2)nc(N2CCOCC2)n1 | 19% | 0.9% | 20% | 0% | 5.3% | -13% | -2% | -0.1% | /
O=C(C1CCN(Cc2ccc(F)cc2)CC1)N(CCc1ccccc1)Cc1ccccc1 | -37% | -1.3% | 3% | 15% | 6.8% | -2.8% | 2% | -0.3% | -7%
C=CCn1c(CCC(=O)O)ccc1-c1ccccc1 | -13% | 0.0% | 5% | 16% | -1.4% | 3.1% | 14% | -0.1% | -6%
CC1CN(C(=O)c2ccn(C)n2)CC(C)O1 (stereo unspecified) | -28% | 0.7% | 10% | -47% | -2.8% | -1.2% | -7% | 0.4% | -8%
COC(=O)CCC(=O)NNC(=O)c1cccc(Br)c1 | -2% | -0.1% | -3% | -31% | 1.9% | -0.4% | 6% | 0.5% | -7%
Cc1cccc(Cl)c1NC(=S)N1CCN(c2ccc([N+](=O)[O-])cn2)CC1 | -8% | -0.7% | 1% | -2% | 0.3% | -1.2% | -1% | -0.1% | -2%
COc1ccc(CNC(=O)Cc2csc(Nc3nc(=S)[nH]c4ccccc34)n2)cc1 | 11% | / | 4% | 6% | 1.5% | 0.8% | 11% | 0.2% | 13%
CC1(OC(=O)CCc2ccccc2)C(=O)C=C2C=C(c3ccc(C#N)cc3)N(CCc3ccccn3)C=C2C1=O (stereo unspecified) | 1% | -0.6% | 8% | 36% | 0.5% | 3.5% | -13% | -0.1% | 28%
COc1ccc(NC(=O)COC(=O)/C=C/c2cnc3ccccc3n2)cc1 | 3% | -0.6% | -4% | -34%[20 µM] | -0.8% | -1.8% | 1% | 0.9% | 5%
O=C(NCc1ccncc1)c1ccc(Oc2ccccc2)cc1 | 19% | -0.8% | 8% | -39% | -1.1% | -1.2% | -5% | -0.1% | 0%
CCOc1ccc(CCNC(=O)c2cccc(NC3=NC4CS(=O)(=O)CC4S3)c2)cc1 (stereo unspecified) | -16% | 0.2% | -14% | 13%[20 µM] | 0.2% | 1.3% | 7% | -0.2% | 3%
CCOC(=O)/C=C1\SCC(=O)N1CC(=O)Nc1ccccc1OC(F)F | -3% | 0.2% | -4% | 19% | 1.1% | 3.7% | -3% | 0.4% | -14%
CC(=O)Nc1c(F)cc(Br)cc1F | -10% | 1.1% | 0% | 19% | -2.8% | -1.2% | 10% | -0.4% | -9%
O=C(O)c1cc(NS(=O)(=O)c2ccc(NCc3ccccc3)c([N+](=O)[O-])c2)cc(C(=O)O)c1 | -35% | 1.5% | 0% | -25%[20 µM] | 0.1% | 33% | 59% | -0.1% | 13% | NS5 inhibitors pilot replicate=4.0
O=C(c1ccc(C(F)(F)F)cc1)c1c[nH]c(C(=O)NCCCn2ccnc2)c1 | -2% | 0.1% | -10% | -16% | 4.3% | -1.6% | 11% | 0.0% | -3%
COC(=O)c1ccc(CSc2nc3c(c(=O)n2-c2ccc(Br)cc2)SCC3)o1 | 8% | -0.3% | -6% | 28% | -5.6% | -0.5% | -10% | -0.2% | -5%
O=C(CNC(=O)C1CCCCC1)NNC(=O)c1ccc(Cl)cc1Cl | -32% | -0.4% | 14% | -4% | -3.0% | 0.0% | -2% | 0.0% | -6%
Cc1ccc(Cl)cc1NC(=O)c1ccc(NC(=O)CCC(=O)O)cc1 | -29% | 0.4% | -5% | 18% | -2.2% | 2.0% | -5% | -0.2% | -4%
Cc1cccc(NCN2C(=O)c3ccccc3C2=O)c1 | 17% | -0.3% | 6% | 14% | -2.2% | -1.0% | 8% | -0.1% | 2%
CCS(=O)(=O)c1nc(S(=O)(=O)c2ccc(Cl)cc2)c(N2CCC(O)CC2)s1 | 31% | 0.2% | -23% | -24% | 1.2% | 0.3% | -11% | 0.9% | 33%
CC1(C)Cc2c(c(N3CCOCC3)nc3sc(C(=O)N4CCCCC4)c(N)c23)CO1 | 9% | 0.9% | 24% | -32% | -1.6% | -3.3% | -5% | -0.1% | -3%
CC(=O)c1cccc(NC(=O)c2ccccc2-c2ccccc2C(=O)O)c1 | -23% | 1.1% | 5% | 16% | -1.7% | 0.4% | 6% | -0.1% | -7%
Cc1ccc(C(=O)OCC(=O)Nc2cc(S(C)(=O)=O)ccc2Cl)cc1S(=O)(=O)N1CCCCC1 | -20% | 0.9% | -3% | -12% | -1.9% | 0.9% | 0% | 0.6% | -7%
COc1ccccc1OCC(=O)NCc1nc(-c2ccccc2)no1 | 12% | 0.0% | 10% | -13%[20 µM] | -3.8% | -0.8% | 4% | -0.1% | -12%
Cc1nc(CC(=O)NNS(=O)(=O)c2ccc3ccccc3c2)cs1 | -16% | 0.1% | -4% | -14% | 5.4% | 1.2% | 7% | 1.0% | 2%
COc1cc(/C=N/NC(=O)c2cccc(S(=O)(=O)N3CCOCC3)c2)cc(OC)c1O | -26% | 0.2% | 9% | -15% | -5.1% | -3.4% | 1% | 0.8% | -2%
C=CCN(C(=O)Cn1c(C(=O)OC)cc2oc(C)cc21)c1ccccc1 | -40% | -0.7% | 8% | 4% | 2.1% | 15% | 22% | -0.3% | -1%
COc1cc(/C=C2\SC(N)=NC2=O)ccc1OCC(=O)Nc1ccc(C)cc1 | -31% | 1.1% | -11% | 20% | -4.8% | 17% | 2% | -0.3% | 7%
Cc1ccccc1NC(=O)COC(=O)/C=C/c1cn(-c2ccccc2)nc1-c1cccnc1 | 21% | 0.2% | -16% | 1% | 0.0% | 6.2% | -2% | 0.3% | 1%
CC(C)c1nnc(NC(=O)c2ccc3ccccc3c2)s1 | -34% | 0.8% | 0% | -47% | 8.5% | 1.1% | -11% | 0.3% | -2%
COc1ccc(OC)c(CNS(=O)(=O)c2c(C)nc3scc(C)n3c2=O)c1 | -16% | 0.0% | 2% | -18% | -4.7% | -0.7% | 4% | -0.1% | -12%
(more compounds)
SMILES | NOD1 NF-kB reporter | West Nile virus CPE | GPR35 antagonists | KOR beta-arrestin-1 | KOR beta-arrestin-2 | HIV fusion peptide | GPR55 antagonists | GPR55 activation | NS5 inhibitors | others
Cc1ccc(N/C(N)=N/c2nc3c(c(=O)[nH]2)CCCC3)c(C)c1 | 18% | 0.2% | 2% | 11% | -1.8% | -1.8% | 6% | 0.0% | 1%
Clc1ccc(Nc2ncn[nH]2)cc1 | 12% | -0.1% | 10% | 5% | -2.0% | -0.7% | -16% | -0.1% | -3% | NS5 inhibitors pilot replicate=-3.9
COc1cccc(C(=O)/C=C/Nc2ccc(S(=O)(=O)Nc3cnc4ccccc4n3)cc2)c1 | -6% | 0.9% | -4% | -5% | 5.1% | -1.8% | -24% | -0.3% | ?
O=c1cc(CN2CCN(C/C=C/c3ccccc3)CC2)c2cc(O)c(-c3ccccc3)cc2o1 | -52% | -0.9% | 4% | -71% | 0.1% | 0.9% | 0% | -0.2% | 4%
COCCOc1cc(NC(=O)CS(=O)(=O)CC(=O)N(C)C)c(Cl)cc1Cl | -17% | -0.6% | -10% | -16% | -5.4% | -1.7% | -4% | 0.1% | -1%

High-throughput results from PubChem BioAssay.

This is a subset, so the mix of outcomes need not match the whole.
